Compound activity (PubChem)
APJ antagonist: antagonists of human APJ apelin receptor. P35414. CHO-K1 APJ beta-arrestin complementation, luminescence. inhibition, % at 20 µM. 0.32% of 330,000 active;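 active means inhibition above about 40% at 20 µM, limit read from the data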;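 further: cells challenged with 10 nM apelin-13 agonist together with compound; plate controls were apelin-13 plus DMSO wells for no effect and DMSO wells lacking apelin-13 for full effect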
XBP1 UPR activ: adaptive UPR (XBP1) activation. activation, % at 20 µM. 0.33% of 330,000 active. CHO-XBP1 luciferase reporter, IRE1-XBP1 UPR activation, luminescence; percent of tunicamycin response, DMSO as zero;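 active means versus positive control, 20 µM dose yields 30% or more activation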;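 further: 100% = tunicamycin at 10 µg/mL and 0% = DMSO only wells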
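assay system = CHO-XBP1 luciferase reporter cells | amount = 1000 cells/well | buffer or medium = F12 plus 10% FBS | compound dosing = single point, 20 µM final compound, 1% DMSO | incubation = 16-18 h cell attachment at 37 °C, then 6 h compound exposure | detection = Steady-Glo luminescence read | controls = tunicamycin 10 µg/mL and vehicle-only wells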
697 NFkB inh: inhibitors of the PMA/ionomycin-induced NF-kB reporter in 697 B cells | 697 B-cell NF-kB luciferase reporter, 16 h | inhibition, % at 4 µM | 0.33% of 330,000 active | AID 435022; in the data active means inhibition above about 35%
Mdm2-MdmX inh: human Mdm2/MdmX binding inhibition | O15151+Q00987 | SaOS-2 split-luciferase Mdm2/MdmX complementation, luminescence | inhibition, % at 8 µM | 3% of 330,000 active | AID 485346;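 active means inhibition of at least 50% at 8 µM in the primary screen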
Target sequence (O15151 whole entry, looked up): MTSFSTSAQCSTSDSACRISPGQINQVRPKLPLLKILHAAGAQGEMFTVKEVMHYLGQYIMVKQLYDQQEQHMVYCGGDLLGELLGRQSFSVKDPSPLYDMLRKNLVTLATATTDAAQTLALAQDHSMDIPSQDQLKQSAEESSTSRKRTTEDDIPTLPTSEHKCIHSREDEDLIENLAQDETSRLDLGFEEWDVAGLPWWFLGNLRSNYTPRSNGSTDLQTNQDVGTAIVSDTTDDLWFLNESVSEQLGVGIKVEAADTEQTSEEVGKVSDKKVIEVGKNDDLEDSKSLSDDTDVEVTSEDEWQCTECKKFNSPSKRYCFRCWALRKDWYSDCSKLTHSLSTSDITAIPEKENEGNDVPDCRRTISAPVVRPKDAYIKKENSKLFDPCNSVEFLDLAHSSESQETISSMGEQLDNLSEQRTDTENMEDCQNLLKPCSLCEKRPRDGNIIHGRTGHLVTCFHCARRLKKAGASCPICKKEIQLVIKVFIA
Target sequence (Q00987 whole entry, looked up): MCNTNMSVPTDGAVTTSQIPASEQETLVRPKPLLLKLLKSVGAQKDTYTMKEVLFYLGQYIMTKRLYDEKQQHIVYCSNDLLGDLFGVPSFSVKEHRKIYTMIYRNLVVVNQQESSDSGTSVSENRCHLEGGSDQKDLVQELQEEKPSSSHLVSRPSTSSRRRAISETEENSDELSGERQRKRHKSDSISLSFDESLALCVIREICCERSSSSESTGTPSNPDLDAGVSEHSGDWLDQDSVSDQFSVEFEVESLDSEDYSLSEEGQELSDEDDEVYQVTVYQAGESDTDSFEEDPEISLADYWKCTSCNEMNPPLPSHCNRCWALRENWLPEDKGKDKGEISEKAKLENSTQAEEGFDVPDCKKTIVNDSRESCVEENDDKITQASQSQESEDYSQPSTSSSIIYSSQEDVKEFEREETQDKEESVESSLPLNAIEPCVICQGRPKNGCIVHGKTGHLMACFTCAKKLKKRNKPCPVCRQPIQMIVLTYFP
Jurkat NFkB inh: lowers PMA/ionomycin-induced NF-kB signal in Jurkat cells; 0.53% of 330,000 active; inhibition, % at 4 µM; PMA/ionomycin-induced NF-kB luciferase reporter, luminescence; in the data active means inhibition above about 50%
tim23-1 inh: inhibits growth of tim23-1 mutant yeast. inhibition, % at 20 µM. S. cerevisiae tim23-1 growth, BacTiter-Glo luminescence, 24 h. 1.3% of 330,000 active. AID 463212;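 active means growth inhibition of the mutant yeast at or above 50%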;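 further: temperature-sensitive mutant grown at 25 °C; plate controls were DMSO-treated mutant yeast for no effect and medium wells lacking yeast for full effect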
UPR CHOP act: apoptotic UPR (CHOP) activation | 0.34% of 330,000 active | activation, % at 10 µM | AID 449763 | CHO-CHOP luciferase reporter, luminescence; percent of tunicamycin response over DMSO baseline;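 active means at 10 µM dose, activation of 40% or more, normalized to positive control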;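 further: 100% = tunicamycin at 10 µg/mL and 0% = DMSO alone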
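assay system = CHO CHOP reporter cells | amount = 500 CHO-CHOP cells per well | buffer or medium = F12 with 10% FBS | incubation = 16-18 h cell attachment, then 6 h compound exposure, 37 °C | detection = luminescence read with Steady-Glo | read-out = percent activation relative to tunicamycin control | controls = tunicamycin high control, DMSO low control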
APJ ag: activates the human apelin receptor APJ; activation, % at 20 µM; P35414; 0.11% of 330,000 active; CHO-K1 APJ PathHunter beta-arrestin, luminescence; 0% DMSO wells, 100% apelin;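 active means activation more than six SD over the plate average, tested at 20 µM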;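 further: 0% = DMSO alone and 100% = apelin-13 at 10 nM; some results filed as inactive read as strong as hits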
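Material: engineered CHO-K1 APJ arrestin reporter cells; amount: 1000 CHO-K1 reporter cells seeded per well; incubation: compound stimulation 90 min at 25 °C, detection 60 min; signal: luminescent beta-gal fragment complementation, chemiluminescent substrate; read-out basis: APJ agonist activity; controls: DMSO-only wells as negative, 10 nM Apelin-13 as positive control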
The depositor's hits bear a star.

CCOc1ccc(C2CC(c3cccc(OC)c3)Nc3ncnn32)cc1 (stereo not given) was read as APJ antagonist 9, XBP1 UPR activ -1, 697 NFkB inh 13, Mdm2-MdmX inh -20, Jurkat NFkB inh 6, tim23-1 inh 14, UPR CHOP act 0.0 and APJ ag -4.
CCOC(=O)C1(CCCc2ccccc2)CCN(Cc2cnn(C)c2)CC1 was read as APJ antagonist 7, XBP1 UPR activ 0, 697 NFkB inh -38, Mdm2-MdmX inh 17, Jurkat NFkB inh -4, tim23-1 inh -3, UPR CHOP act 0.6 and APJ ag -2.
Cc1ccc(S(=O)(=O)N(CCCO)CC(O)CON=C2c3ccccc3-c3ccccc32)cc1 (stereo not given) was read as APJ antagonist 7, XBP1 UPR activ -1, 697 NFkB inh -8, Mdm2-MdmX inh 44, Jurkat NFkB inh -10, tim23-1 inh 35, UPR CHOP act 8.4 and APJ ag -2.
Screening Cc1c(NC(=O)CN2CCCc3ccccc32)c(=O)n(-c2ccccc2)n1C returned APJ antagonist -13, XBP1 UPR activ 0, 697 NFkB inh 8, Mdm2-MdmX inh -4, Jurkat NFkB inh 9, tim23-1 inh 6, UPR CHOP act -1.7 and APJ ag 0.
Screening O=C(CSc1nc2ccc([N+](=O)[O-])cc2s1)NCC1CCCO1 (stereo not given) returned APJ antagonist -2, XBP1 UPR activ 0, 697 NFkB inh 8, Mdm2-MdmX inh 18, Jurkat NFkB inh 7, tim23-1 inh -12, UPR CHOP act 0.8 and APJ ag 0.
For CCOC(=O)c1ccc(N=c2sc(C(=O)OC)cc(=O)n2Cc2ccc3c(c2)OCO3)cc1 the results were APJ antagonist 15, XBP1 UPR activ -1, 697 NFkB inh 21, Mdm2-MdmX inh 33, Jurkat NFkB inh 3, tim23-1 inh 3, UPR CHOP act 18 and APJ ag -5.
For CC1CCN(CCNC(=O)c2ccc(NC(=O)C3CCCO3)cc2)CC1 (stereo not given) the results were APJ antagonist 2, XBP1 UPR activ 1, 697 NFkB inh 9, Mdm2-MdmX inh 11, Jurkat NFkB inh -12, tim23-1 inh 15, UPR CHOP act -1.9 and APJ ag -2.
COc1ccc(Cn2nnnc2CN(CCCN2CCOCC2)Cc2cc3cc(OC)ccc3[nH]c2=O)cc1 was read as APJ antagonist -5, XBP1 UPR activ 2, 697 NFkB inh -2, Mdm2-MdmX inh -6, Jurkat NFkB inh -21, tim23-1 inh 16, UPR CHOP act -1.4 and APJ ag -5.
COc1ccccc1NC(=O)CSc1nnc(CC(=O)Nc2ccccc2)n1C was read as APJ antagonist 4, XBP1 UPR activ -3, 697 NFkB inh -16, Mdm2-MdmX inh 3, Jurkat NFkB inh -11, tim23-1 inh 1, UPR CHOP act 1.5 and APJ ag 0.
Screening Cc1cc(C)n2cc(CSC3=NCCS3)nc2n1 returned APJ antagonist 28, XBP1 UPR activ 3, 697 NFkB inh -21, Mdm2-MdmX inh 12, Jurkat NFkB inh -9, tim23-1 inh -13, UPR CHOP act -0.7 and APJ ag -7.
`O=C(c1ccccc1Cc1ccccc1)N1CCN(S(=O)(=O)c2ccc(F)cc2)CC1` gave APJ antagonist -3, XBP1 UPR activ -1, 697 NFkB inh 13, Mdm2-MdmX inh -4, Jurkat NFkB inh 26, tim23-1 inh 8, UPR CHOP act 0.6 and APJ ag -4.
Screening CC(=O)Nc1ccc(-c2nnc(SCc3ccc(C)cc3)n2C)cc1 returned APJ antagonist -8, XBP1 UPR activ 1, 697 NFkB inh 6, Mdm2-MdmX inh 21, Jurkat NFkB inh -15, tim23-1 inh 7, UPR CHOP act 2.4 and APJ ag -4.

Reprinted from the part before: 4 compounds, followed by the next part.
COc1ccccc1NC(=O)CSc1nnc(CC(=O)Nc2ccccc2)n1C was read as APJ antagonist 4, XBP1 UPR activ -3, 697 NFkB inh -16, Mdm2-MdmX inh 3, Jurkat NFkB inh -11, tim23-1 inh 1, UPR CHOP act 1.5 and APJ ag 0.
Screening Cc1cc(C)n2cc(CSC3=NCCS3)nc2n1 returned APJ antagonist 28, XBP1 UPR activ 3, 697 NFkB inh -21, Mdm2-MdmX inh 12, Jurkat NFkB inh -9, tim23-1 inh -13, UPR CHOP act -0.7 and APJ ag -7.
`O=C(c1ccccc1Cc1ccccc1)N1CCN(S(=O)(=O)c2ccc(F)cc2)CC1` gave APJ antagonist -3, XBP1 UPR activ -1, 697 NFkB inh 13, Mdm2-MdmX inh -4, Jurkat NFkB inh 26, tim23-1 inh 8, UPR CHOP act 0.6 and APJ ag -4.
Screening CC(=O)Nc1ccc(-c2nnc(SCc3ccc(C)cc3)n2C)cc1 returned APJ antagonist -8, XBP1 UPR activ 1, 697 NFkB inh 6, Mdm2-MdmX inh 21, Jurkat NFkB inh -15, tim23-1 inh 7, UPR CHOP act 2.4 and APJ ag -4.
`O=C(CSC(=S)N1CCCC1)Nc1ccc(Br)cc1Cl` gave APJ antagonist 19, XBP1 UPR activ 0, 697 NFkB inh -25, Mdm2-MdmX inh -11, Jurkat NFkB inh -11, tim23-1 inh 16, UPR CHOP act 1.7 and APJ ag -3.
O=c1[nH]c2ccc(Cl)cc2c(-c2ccccc2)c1SC(=S)N1CCOCC1 was read as APJ antagonist 7, XBP1 UPR activ -1, 697 NFkB inh -10, Mdm2-MdmX inh 53*, Jurkat NFkB inh 6, tim23-1 inh 14, UPR CHOP act -1.5 and APJ ag -3.
`CC(CC(=O)Nc1cccc(Cl)c1)c1ccccc1` (stereo not given) gave APJ antagonist 6, XBP1 UPR activ -1, 697 NFkB inh 8, Mdm2-MdmX inh 27, Jurkat NFkB inh 6, tim23-1 inh 39, UPR CHOP act 1.7 and APJ ag 3.
Cc1ccc(NC(=O)C(c2ccccc2)c2ccccc2)nc1 was read as APJ antagonist 12, XBP1 UPR activ -4, 697 NFkB inh 7, Mdm2-MdmX inh 16, Jurkat NFkB inh 5, tim23-1 inh 16, UPR CHOP act 0.7 and APJ ag -5.
For Cc1cc(-c2nn(C)c(=O)c3ccccc23)ccc1CNC(=O)NC1CCCCC1 the results were APJ antagonist 7, XBP1 UPR activ -1, 697 NFkB inh 1, Mdm2-MdmX inh 26, Jurkat NFkB inh 11, tim23-1 inh -4, UPR CHOP act -2.2 and APJ ag 1.
For COc1ccc(CSc2nnc(CNS(C)(=O)=O)o2)cc1 the results were APJ antagonist 8, XBP1 UPR activ 2, 697 NFkB inh 6, Mdm2-MdmX inh -8, Jurkat NFkB inh 4, tim23-1 inh -14, UPR CHOP act 0.7 and APJ ag 5.
CCOc1ccc(CCNC(=O)CCc2nnc3ccc(N4CCCCC4)nn23)cc1OCC was read as APJ antagonist 6, XBP1 UPR activ -2, 697 NFkB inh -12, Mdm2-MdmX inh 27, Jurkat NFkB inh 5, tim23-1 inh -1, UPR CHOP act 0.8 and APJ ag -5.
For CCN(Cc1nc(-c2ccccc2)no1)C(=O)COc1cccc(OC)c1 the results were APJ antagonist 3, XBP1 UPR activ 0, 697 NFkB inh -2, Mdm2-MdmX inh 12, Jurkat NFkB inh -4, tim23-1 inh 16, UPR CHOP act 0.9 and APJ ag -1.
`COc1ccc(CNC(=O)Cn2nc(C(F)(F)F)c(Br)c2C)cc1` gave APJ antagonist 6, XBP1 UPR activ -4, 697 NFkB inh -9, Mdm2-MdmX inh -2, Jurkat NFkB inh 7, tim23-1 inh 4, UPR CHOP act 1.4 and APJ ag 2.
CCOc1ccccc1NC(=O)c1nnn(-c2ccc3c(c2)OCCO3)c1N was read as APJ antagonist 7, XBP1 UPR activ 0, 697 NFkB inh 0, Mdm2-MdmX inh -9, Jurkat NFkB inh -17, tim23-1 inh 34, UPR CHOP act 5.1 and APJ ag 1.
Screening O=C(COC(=O)C1CC2CCCC(C1)C2=O)NC1CCCCC1 (stereo not given) returned APJ antagonist -6, XBP1 UPR activ 0, 697 NFkB inh -8, Mdm2-MdmX inh 14, Jurkat NFkB inh -6, tim23-1 inh 6, UPR CHOP act 1.2 and APJ ag -6.
For CC(=O)Nc1ccc(NS(C)(=O)=O)cc1 the results were APJ antagonist 11, XBP1 UPR activ -2, 697 NFkB inh 8, Mdm2-MdmX inh 5, Jurkat NFkB inh 11, tim23-1 inh 9, UPR CHOP act 0.5 and APJ ag 1.
`Cc1noc(C)c1C(=O)N1CCCC(C(=O)c2cccc(OC(C)C)c2)C1` (stereo not given) gave APJ antagonist -2, XBP1 UPR activ 1, 697 NFkB inh -4, Mdm2-MdmX inh -9, Jurkat NFkB inh -7, tim23-1 inh 19, UPR CHOP act 2.7 and APJ ag 3.
Screening NNc1nc(-c2ccccc2)c2ccccc2n1 returned APJ antagonist 28, XBP1 UPR activ -1, 697 NFkB inh 21, Mdm2-MdmX inh -1, Jurkat NFkB inh 5, tim23-1 inh 36, UPR CHOP act -2.4 and APJ ag -5.
`CS(=O)(=O)N(CC(N)=O)c1ccc2c(c1)OCO2` gave APJ antagonist 13, XBP1 UPR activ 1, 697 NFkB inh 1, Mdm2-MdmX inh -9, Jurkat NFkB inh -10, tim23-1 inh 2, UPR CHOP act 0.2 and APJ ag 1.
`CCc1ccc2c(COC(=O)C3CC(=O)N(CCc4ccccc4)C3)cc(=O)oc2c1` (stereo not given) gave APJ antagonist 3, XBP1 UPR activ 4, 697 NFkB inh -11, Mdm2-MdmX inh -9, Jurkat NFkB inh 3, tim23-1 inh 30, UPR CHOP act 2.6 and APJ ag 0.
Cc1ccc(CNC(=O)C2CCC(=O)N2C(C)C)cc1 (stereo not given) was read as APJ antagonist -11, XBP1 UPR activ 0, 697 NFkB inh 1, Mdm2-MdmX inh 4, Jurkat NFkB inh 7, tim23-1 inh 3, UPR CHOP act -1.7 and APJ ag -4.
`COc1cc2ccccc2cc1C(=O)NC1CCCC1` gave APJ antagonist 4, XBP1 UPR activ 9, 697 NFkB inh -17, Mdm2-MdmX inh -39, Jurkat NFkB inh -43, tim23-1 inh -13, UPR CHOP act 1.1 and APJ ag 1.
`Cc1cccc(-c2cc3nc(-c4ccccc4)cc(N4CCC5(CC4)OCCO5)n3n2)c1` gave APJ antagonist 10, XBP1 UPR activ -2, 697 NFkB inh -8, Mdm2-MdmX inh 31, Jurkat NFkB inh 6, tim23-1 inh 16, UPR CHOP act 1.3 and APJ ag 0.
Screening CCOC(=O)CSc1nnc(C)c(C)n1 returned APJ antagonist 2, XBP1 UPR activ -2, 697 NFkB inh 8, Mdm2-MdmX inh 11, Jurkat NFkB inh -9, tim23-1 inh 1, UPR CHOP act 0.1 and APJ ag -4.
COc1nccnc1NS(=O)(=O)c1ccc(NC(=O)c2cccc(C)c2)cc1 was read as APJ antagonist 16, XBP1 UPR activ 1, 697 NFkB inh 0, Mdm2-MdmX inh 5, Jurkat NFkB inh 12, tim23-1 inh 7, UPR CHOP act -2.6 and APJ ag -5.
Screening CC(=O)c1ccc(NS(=O)(=O)c2cccc(C)c2)cc1 returned APJ antagonist 21, XBP1 UPR activ 0, 697 NFkB inh -45, Mdm2-MdmX inh -102, Jurkat NFkB inh -51, tim23-1 inh 28, UPR CHOP act 3.0 and APJ ag -3.
Screening Cc1cc(C)c(S(=O)(=O)c2cccc(Cl)c2)c(Cl)n1 returned APJ antagonist -7, XBP1 UPR activ -1, 697 NFkB inh 9, Mdm2-MdmX inh 15, Jurkat NFkB inh -7, tim23-1 inh 17, UPR CHOP act -0.3 and APJ ag -1.
For O=C(Nc1ccccc1N1CCCCC1)c1cc(S(=O)(=O)N2CCOCC2)ccc1F the results were APJ antagonist 18, XBP1 UPR activ -4, 697 NFkB inh -12, Mdm2-MdmX inh 15, Jurkat NFkB inh -23, tim23-1 inh 25, UPR CHOP act 0.6 and APJ ag -6.
